# JMJD2A Tudor = blocks the human JMJD2A Tudor domain; O75164; AlphaScreen JMJD2A-Tudor / H3K4me3 peptide binding; Potency, µM (series often up to 114 µM), for the others: at the top dose activity change, negative = inhibition, hits mostly inhibitors; 390,000 tested, 4.4% active; AID 504339; note: potency is the fitted concentration of half-maximal effect; % is set by controls: 0 for no effect and ±100 for the full control effect; nearly all actives have a fitted effect of over 50% in size
# BAZ2B inh = BAZ2B (human) inhibition; AID 504333; 360,000 tested, 4.4% active; Potency, µM (highest dose often 114 µM), without a hit: top-dose activity change, negative = inhibition, actives largely listed as inhibitors; AlphaScreen BAZ2B-H3K14Ac peptide displacement; note: potency is the fitted concentration of half-maximal effect; % is set by controls: 0 for no effect and ±100 for the full control effect; nearly all actives have a fitted effect of over 60% in size
#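 In this displacement format the biotinylated H3(5-23) peptide acetylated at Lys14 serves as ligand at 50 nM, with BAZ2B at 50 nM in PBS pH 7.4 containing 0.01% Tween-20. Donor and acceptor beads are 10 ug/mL final.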
# PI4K2A block = inhibitors of human PI4K2A. activity change, negative = inhibition, % at 76.9 µM. 420,000 tested, 0.13% active. purified PI4K2A, ADP-Glo luminescence, 1 h; hits give low values; in the data active = activity change below about -50%; inconclusive = mostly about -30% to -49%;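 note: -100% = wells without enzyme as full effect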
#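 ADP-Glo luminescence measured ADP generated by PI4K2A enzyme (4 ug/mL before mixing) with 1.2 mM PI substrate (pre-mix) and 300 microM ATP (pre-mix). Tris pH7.5 buffer with MgCl2, Triton X-100; 1 h reaction at ambient temperature.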
# ERG-DNA inh = ERG Ets/DNA interaction inhibition; fluorescence polarization, His-ERG Ets domain / labelled DNA; Potency, µM (top dose mostly 76.9 µM), without a hit: at the highest dose FP activity, negative = inhibition, actives largely listed as inhibitors; P11308; 370,000 tested, 0.028% active; active = well fitted inhibition curve with a large enough effect in the polarisation, with a control signal flat; inconclusive = small, poorly fitted or top-dose-only effect, or effect the other way, or a change in a side signal; inactive = no such curve, though single readings can be large or run the other way; the % refers to the polarisation;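 note: polarization taken with two DNA probes labelled with fluorescein and Texas red; potency is the fitted concentration of half-maximal effect; % of control where 0% means no effect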
#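 His-tagged ERG Ets domain (1 uM in the protein solution; 300mM KCl, 50mM Tris-HCl, 1mM EDTA, 1mM DTT, pH 7.5) received compound, then a probe mix of 5 nM fluorescein-DNA and 100nM Texas-615-DNA. Fluorescence polarization was read for both dyes.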
# HP1b binding inh = blocks HP1-beta chromodomain binding to methylated histone tails | P83916 | AlphaScreen HP1-beta / biotin-H3K9me3 peptide binding | Potency, µM (series often up to 114 µM), inactives show top-dose activity change, negative = inhibition, actives largely listed as inhibitors | 390,000 tested, 0.56% active | AID 540317; note: potency is the fitted concentration of half-maximal effect; nearly all actives have a fitted effect of over 70% in size; inactives centre near 23
# Target sequence (P83916 whole entry, looked up): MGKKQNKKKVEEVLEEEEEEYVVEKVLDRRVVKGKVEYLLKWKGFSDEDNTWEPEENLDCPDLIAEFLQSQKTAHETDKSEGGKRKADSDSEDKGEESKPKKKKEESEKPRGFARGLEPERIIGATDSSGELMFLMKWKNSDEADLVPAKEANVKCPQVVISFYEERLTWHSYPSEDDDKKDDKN
#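 HP1-beta protein (50 nM final) preincubated 30 min at room temperature with biotinylated H3(1-18)K9me3 peptide (50 nM) in PBS pH 7.4, 0.01% Tween-20, then compound added for 30 min. AlphaScreen streptavidin donor/nickel chelate acceptor beads (10 ug/mL final), 30 min dark, luminescence read.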
# GLS inhibitor = blocks human kidney-isoform glutaminase activity; GLS enzymatic activity, qHTS titration; O94925; 410,000 tested, 0.21% active; Potency, µM (doses to about 45.5 µM), inactives show at the highest dose activity change, negative = inhibition, most hits filed as inhibitors; note: potency is the fitted concentration of half-maximal effect; % is set by controls: 0 for no effect and ±100 for the full control effect
#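 Human kidney-isoform GLS in 45 mM KH2PO4 pH 8.2, 0.02% Tween-20, with compound, started with 1mM L-Glutamine (added stock). Glutamate oxidase/HRP/Amplex red coupled fluorescence read at start and after 30 min at RT.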
# G9a block = inhibitors of human histone lysine methyltransferase G9a. 350,000 tested, 8.8% active. Q96KQ7. Potency, µM (series often up to 102 µM), without a hit: at the highest dose activity, negative = inhibition, most hits filed as inhibitors. G9a H3K9 monomethylation, AlphaScreen, 2 h; note: potency is the fitted concentration of half-maximal effect; % is set by controls: 0 for no effect and ±100 for the full control effect; nearly all actives have a fitted effect of over 75% in size
# Target sequence (Q96KQ7 913-1193 limits assumed): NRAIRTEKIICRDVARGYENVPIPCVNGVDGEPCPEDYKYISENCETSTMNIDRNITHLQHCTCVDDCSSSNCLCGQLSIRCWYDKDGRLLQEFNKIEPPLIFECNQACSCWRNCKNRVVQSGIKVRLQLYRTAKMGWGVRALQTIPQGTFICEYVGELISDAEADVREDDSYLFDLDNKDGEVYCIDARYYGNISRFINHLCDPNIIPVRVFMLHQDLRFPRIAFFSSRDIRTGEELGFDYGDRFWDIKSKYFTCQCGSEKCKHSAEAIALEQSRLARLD
#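 Enzyme 20 nM + cpd, 15 min RT; add b-H3K9 pep 500 nM / SAM 20 uM; 2 h RT; anti-H3K9me1 Ab 0.5 ug/mL + SA donor / anti-rabbit acceptor beads 20 ug/mL each, 10 min; AlphaScreen read.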
# Pin1 inhibitor = blocks the human prolyl isomerase Pin1. Q13526. Pin1 FP peptide displacement, HiFluor488, 10 min. Potency, µM (series often up to 115 µM), for the others: at the highest dose activity, negative = inhibition, hits mostly inhibitors. 390,000 tested, 0.009% active; active = well fitted inhibition curve with a large enough effect in the polarisation, with a control signal flat, not every such curve was filed as active; inconclusive = small, poorly fitted or top-dose-only effect, or effect the other way, or a change in a side signal; inactive = no such curve, though single readings can be large or run the other way; the % refers to the polarisation; note: potency is the fitted concentration of half-maximal effect; % is set by controls: 0 for no effect and ±100 for the full control effect
# Target sequence (Q13526 whole entry, looked up): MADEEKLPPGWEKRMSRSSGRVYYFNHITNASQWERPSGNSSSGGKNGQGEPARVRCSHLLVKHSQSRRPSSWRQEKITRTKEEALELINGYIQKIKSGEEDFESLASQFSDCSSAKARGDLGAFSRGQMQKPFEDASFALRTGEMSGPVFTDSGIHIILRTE
# Tb PGK inh = inhibitors of T. brucei phosphoglycerate kinase | AID 602233 | Potency, µM (titrated, usually from 57.5 µM), for the others: top-dose activity change, negative = inhibition, usual class: inhibitors | P07378 | 380,000 tested, 0.043% active | PGK/GAPDH coupled, Kinase-Glo luminescence, 60 min; note: potency is the fitted concentration of half-maximal effect; % is set by controls: 0 for no effect and ±100 for the full control effect; nearly all actives have a fitted effect of over 60% in size
#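 Luminescent ATP detection (Kinase-Glo Plus) follows a 60-minute room-temperature incubation, with wells lacking PGK as controls. Buffer: 100 mM TEA (pH 7.6), 5 mM MgCl2, 0.01% Tween-20. Coupling enzyme GAPDH (100 nM final) supplies unstable 1,3-BPG in-well.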
# An asterisk follows results filed as active; i = inactive; u = inconclusive; x = not tested or not shown; & = joins results of further samples; [ ] = dose if it differs, or a comment. Unless noted, calls come from the whole dose curve; as a rule, active = well fitted curve in the direction sought with a large enough effect; inconclusive = small, poorly fitted or top-dose-only effect, or another doubt; inactive = no such curve, though single readings can be large; an effect the other way counts as inactive or inconclusive. Compounds were not picked by outcome; 11% or so of the library scored in one or more.
SMILES,JMJD2A Tudor,BAZ2B inh,PI4K2A block,ERG-DNA inh,HP1b binding inh,GLS inhibitor,G9a block,Pin1 inhibitor,Tb PGK inh
Cc1[nH]c2ccc(-c3n[nH]c(=S)n3-c3ccccc3)cc2c1C,56µM*,-10%,1,0%,u,-1%,1.6µM*,u,i
O=S(=O)(NCCCSc1ccccc1)c1ccccc1F,20%,8%,-1,3%,54%[activator],-3%,1%,-1%,-6%
CCOc1cc(C2NC(=O)NC(C)=C2C(C)=O)cc(Cl)c1OCC(=O)O (stereo unspecified),-28%,-1%,-2,x,7%,4%,-36%,1%,-4%
CCN1CCN(C(=O)CS(=O)Cc2nc(-c3cccc(C)c3)oc2C)CC1 (stereo unspecified),-17%,-5%,0,2%,45%[activator],3%,-3%,3%,-6%
CC1C(=O)Nc2ccc(S(=O)(=O)Nc3ccccc3Br)cc2NC1=O (stereo unspecified),u,u,0&0,0%&-1%,36%&-6%,-1%&4%,-44%,0%&4%,9%
CCCCn1c(N)c(N(CCOC)C(=O)c2cc3ccccc3cc2OC)c(=O)[nH]c1=O,-18%,-8%,5,0%,18%,0%,3%,1%,-5%
COc1ccccc1C(=O)Nc1c(C)n(C)n(-c2ccccc2)c1=O,-3%,-22%,0,-4%,37%,-10%,0%[59 µM],-2%,i
CCCCNC(=O)c1c[nH]c2ccc(S(=O)(=O)N3CCOCC3)cc2c1=O,1%,-27%,1,2%,29%,-22%,-21%,-1%,-6%
COCCCNC(=O)C1CCN(C(=O)c2ccc(-n3ccc4ccccc43)s2)CC1,1%,-21%,0,-2%,25%,-3%,-2%[59 µM],3%,i
COc1cccc(NC(=O)Cn2c(=O)n(-c3ccc(CC(=O)NCC4CCCO4)cc3)c(=O)c3ccccc32)c1 (stereo unspecified),-6%,3%,-2,1%,26%,-3%,7%[59 µM],0%,-4%
Cn1ccc(C(=O)N2CCCc3ccccc32)n1,5%,-2%,3,2%,16%,13%,-6%[59 µM],-1%,4%
CC(C)(C)c1ccc(S(=O)(=O)N2C=CC(C(F)(F)F)=NCC2)cc1,4%,7%,3,-2%,21%,14%,-4%[59 µM],-1%,0%
COC(=O)C1=C(C)N(c2cc(C)cc(C)c2)/C(=C/c2ccc(O)cc2)C1=O,-29%,-23%,-5,3%,-11%,2%,u,12%,-8%
O=C(c1cccc(F)c1)N1C2C=CC(C2)C1(C(F)(F)F)C(F)(F)F (stereo unspecified),-18%,12%,10,-5%,44%[activator],-6%,22%[0.0925 µM],-2%,-3%
O=C(Nc1ccc(F)cc1)c1ccc(CSc2ccccc2)o1,47%[activator],8%,0,-1%,89%[activator],3%,34%,-3%,-3%
COc1ccccc1Cc1nc2ccccc2nc1SCC(=O)NCc1ccc(F)cc1,-6%,12%,1,1%,20%[57 µM],-5%,-3%[59 µM],-2%,-8%
Nc1ccc(CCn2ccnc2)cc1,79µM*,45µM*,5,-10%,37%,6%,-12%,-1%,6%
O=C(c1ccc(OC2CCN(C(=O)c3cccnc3)CC2)cc1)N1CCCCCC1,-4%,6%,1,-2%,38%,-7%,0%,31%[activator],-1%
COCC1CCCCN1Cc1cn[nH]c1-c1ccc(OC)cc1OC (stereo unspecified),-2%,-27%,-3,-1%,48%[activator],-1%,-34%,-7%,-2%
Cc1cc(C)cc(-n2ccn(CC(=O)Nc3cc(C)ccc3C)c(=O)c2=O)c1,17%,-1%,-4,2%,42%[activator],-2%,-14%[59 µM],-2%,-5%

# Copied from the list.
# Reading for `CCOc1cc(C2NC(=O)NC(C)=C2C(C)=O)cc(Cl)c1OCC(=O)O` (stereo unspecified) under JMJD2A Tudor: -28%
# Reading for `Cc1[nH]c2ccc(-c3n[nH]c(=S)n3-c3ccccc3)cc2c1C` under GLS inhibitor: -1%

# More records
SMILES,JMJD2A Tudor,BAZ2B inh,PI4K2A block,ERG-DNA inh,HP1b binding inh,GLS inhibitor,G9a block,Pin1 inhibitor,Tb PGK inh
CC1(C)Cc2ccccc2-c2c1c(=O)n(Cc1ccccc1)c1nnnn21,-9%,-4%,-3,-7%,78%,-8%,-12%[59 µM],6%,-9%
Oc1ccccc1/C=N/Nc1ccnc(SCc2ccccc2)n1,-14%,-1%,-5,-4%,22%,-8%,3%[59 µM],11%,0%
CCOc1ccc(NS(=O)(=O)CC23CCC(CC2=O)C3(C)C)cc1 (stereo unspecified),-19%,9%,-2,2%,19%,-5%,-2%[12.7 µM],-5%,-11%
C=CCC[C@@H](Cc1ccc(F)cc1)C(=O)OCCNC(=O)[C@@H](CC=C)CC(=O)N[C@@H](CO)Cc1ccccc1,-7%,x,-3,16%,15%,1%,x,-1%,-3%
O=C(c1ccc(F)cc1)N1CCN(S(=O)(=O)c2ccc(Br)cc2)CC1,5%,-1%,2,-4%,18%[57 µM],7%,x,-1%,-7%
Cc1ccc(C2=Nc3ccccc3N=C(c3ccco3)C2)c(O)c1,13%,7%,-15,-10%,42%[activator],2%,24%[0.501 µM],9%,-2%
Cc1cc(C)cc(NC2=CC(=O)CC(c3ccco3)C2)c1 (stereo unspecified),-23%,-12%,7,-16%,20%,0%,-14%[59 µM],17%,-6%
Cc1ccc(-n2nc3c(=O)n(CC(=O)NC4CCCCC4)nc(C)c3c2C)cc1,-7%,-39%,-2,1%,37%,0%,0%[59 µM],8%,i
CC(=O)c1c(C)[nH]c(C(=O)OCC(=O)Nc2ccc3c(c2)OCCO3)c1C,-2%,x,0,23%[15.4 µM],35%,8%,x,0%,2%
O=C1OCCN1C(=O)[C@H]1[C@H](c2ccc([N+](=O)[O-])cc2)C(c2cccc(Cl)c2)=NN1c1ccc(Br)cc1,-34%,x,0,-5%,1%,-3%,-11%[59 µM],-7%,2%
CCOC(=O)/C(=C\Nc1ccccc1C(F)(F)F)Sc1ncc(C(F)(F)F)cc1Cl,25%,11%,-3,-2%,38%,3%,17%[12.7 µM],2%,2%
O=C(Cc1ccc(Br)cc1)Nc1nc2ccccc2[nH]1,0%,2%,1,-1%,37%,0%,-4%,-3%,1%
ClC1CCCCC1n1nnc2ccccc21 (stereo unspecified),-8%,x,-5,-13%,7%,2%,x,-5%,3%
CCOc1cc(NC(=S)NCCCN2CCOCC2)c(OCC)cc1NC(=O)c1ccccc1C,-9%,-35%,5,-12%,52%[activator],0%,5%[59 µM],1%,-2%
O=C(NCc1ccccc1)c1cccc(NC(=O)C2CC2)c1,-3%,x,5,1%,42%,-7%,x,1%,-4%
CC(=O)c1c(N2CCCC2)[nH]c(-c2ccccc2)nc1=S,-22%,u,13,-3%,4%,-16%,u,7%,-5%
O=C(Cn1cc(COc2ccc(Br)cc2)nn1)c1ccc(O)cc1,-10%,x,-2,-2%,24%,3%,x,u,4%
Cc1ccccc1CN1C(=O)c2ccccc2S(=O)c2ccc(C(=O)N3CCOCC3)cc21 (stereo unspecified),-16%,-5%,3,2%,12%,-2%,0%[59 µM],3%,-1%
Cc1ccc(N(C(=O)Cn2nnc(-c3ccc(F)cc3)n2)C(CC(C)C)C(=O)NCC2CCCO2)cc1 (stereo unspecified),-24%,1%,1,-3%,8%,2%,13%[0.0925 µM],0%,-2%
CCC(C)NC(=O)CN1C(=O)CC(C)(C)S(=O)(=O)c2ccccc21 (stereo unspecified),-9%,-4%,0,-1%,42%[activator],-1%,19%,5%,-2%
COc1ccc(NC(=O)CN(C)C(=O)c2cc(CN3C(=O)c4ccccc4C3=O)ccc2OC)cc1,-12%,4%,1,-11%,-22%,-1%,-32%,4%,-5%
CC1Cc2cc(/C(O)=C3\C(=O)C(=O)N(CCN4CCOCC4)C3c3ccccc3F)ccc2O1 (stereo unspecified),40µM*,1%,11,11%,2%,5%,10%[59 µM],-1%,1%
COc1ccccc1C1C(C(N)=O)=C(C)Nc2nc(CCCO)nn21 (stereo unspecified),-1%,9%,4,10%,36%,-1%,-10%[2.33 µM],3%,i
Cc1cc(NC(=S)Nc2cccc3ccccc23)n[nH]1,-23%,-25%,-2,1%,-14%,-14%,1.1µM*,2%,-1%

# Reprinted at random: 4 records from the list.
SMILES,JMJD2A Tudor,BAZ2B inh,PI4K2A block,ERG-DNA inh,HP1b binding inh,GLS inhibitor,G9a block,Pin1 inhibitor,Tb PGK inh
COc1ccc(NC(=O)CN(C)C(=O)c2cc(CN3C(=O)c4ccccc4C3=O)ccc2OC)cc1,-12%,4%,1,-11%,-22%,-1%,-32%,4%,-5%
CC1Cc2cc(/C(O)=C3\C(=O)C(=O)N(CCN4CCOCC4)C3c3ccccc3F)ccc2O1 (stereo unspecified),40µM*,1%,11,11%,2%,5%,10%[59 µM],-1%,1%
COc1ccccc1C1C(C(N)=O)=C(C)Nc2nc(CCCO)nn21 (stereo unspecified),-1%,9%,4,10%,36%,-1%,-10%[2.33 µM],3%,i
Cc1cc(NC(=S)Nc2cccc3ccccc23)n[nH]1,-23%,-25%,-2,1%,-14%,-14%,1.1µM*,2%,-1%

# Screening data: PubChem, National Center for Advancing Translational Sciences (NCATS)
